MT stabilizer – microtubule stabilizers in HeLa cells. HeLa tubulin immunostaining HCS, 24 h; share of cells brighter than vehicle mean+2SD. % tubulin-high responders, % at 10 µM. actives 0.83% (n = 200,000);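 active means plate Z-score above 3 for both tubulin-high and condensed-nucleus cell shares, with cell loss under 80%, at 10 µM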;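 further: anti alpha tubulin signal scored within the nucleus-defined area of each cell; some results filed as inactive read as strong as hits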
Autophagy mod – autophagy modulation, high-content screen. calls only at 10 µM (by protocol). actives 0.98% (n = 190,000). MEF GFP-LC3 puncta imaging; test concentration mostly 10 µM;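 active means percentage of spot-positive cells more than 3 SD above its plate mean, without a fluorescence outlier flag or 80% toxicity; inconclusive means no clear call, values can overlap the other calls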;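 further: spot-positive cell cutoff set from DMSO-treated cells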
bCat nuc transl – modulators of beta-catenin nuclear translocation; HeLa beta-catenin nuclear translocation, immunofluorescence imaging; nuclear translocation activity, % at 5 µM; actives 0.3% (n = 190,000);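 active means nuclear translocation activity above 50% at 5 µM, with a well cell count of 50 or more; inconclusive means wells under 50 cells across six images, flagged as toxic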;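 further: per-cell ratio of nuclear to cytoplasmic median beta-catenin stain intensity; plate controls were DMSO negative control for no effect and GSK-3 inhibitor IX positive control for full effect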
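Test system: human HeLa cell line; Doses: 5 µM primary, 0.02–20 µM confirmation; Incubation: 24 h compound exposure, 37°C; Detection: beta-catenin immunofluorescence imaging with DAPI; Read-out: beta-catenin nuclear/cytoplasmic ratio, % activation.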
Myeloid diff 2 – compounds promoting myeloid differentiation; ER-HoxA9 myeloid progenitors, lysozyme-GFP differentiation, flow cytometry; calls only at 10 µM; actives 1% (n = 360,000);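 active means normalized GFP-positive differentiation at or above the plate's own cutoff, the solvent-only control mean plus 3 SD; inconclusive means no clear call, values can overlap the other calls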;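 further: cells exposed to compound for four days before flow analysis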
Insulin prom up – MIN6 insulin promoter up-regulation; MIN6 insulin promoter-GFP reporter, high-content imaging; hits give high values; z-score at 5 µM; actives 0.3% (n = 190,000); AID 1625;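 active means z-score above 3 at 5 µM with at least 500 cells counted in the well; inconclusive means wells under 500 cells, flagged as cytotoxic or low count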
T cell modulator – T cell immune modulation candidate | 2C CD8+ T cell-vesicle binding, flow cytometry; hits give low values | calls only at 7 µM | actives 0.068% (n = 330,000) | AID 2052;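 active means response, share of CD8 T cells binding vesicles, and their 90th percentile fluorescence all below set limits, cut at about 80% in these data, passing the limit was not always enough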
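Benchmarks: naked versus QL9-loaded vesicles / Assay system: purified 2C TCR transgenic mouse naive CD8+ T cells / Technique: high-throughput flow cytometry with anti-B7-1 and anti-CD8 staining / Timing: Cell–vesicle co-incubation 1.5 h at 37 °C, staining 20 min on ice / Read-out: percent CD8+ FL2 mean versus row control / Probe or stimulus: QL9-loaded Drosophila micro-vesicles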
WT yeast gro inh – growth inhibition of WT yeast, mitochondrial fusion screen; actives 2.1% (n = 190,000); mitochondrial fusion phenotypic screen, WT strain; inhibition, % at 10 µM; in the data active means inhibition above about 58%; tested in S. cerevisiae
West Nile antiviral – West Nile virus antiviral activity, cell-based, CPE readout (AID 1621); West Nile virus-infected cells, CPE inhibition; higher % means a stronger effect; one-dose CPE inhibition, % at 10 µM; IC50 in µM for titrated hits; actives 0.02% (n = 290,000); in the data active means a potency from the dose series; inconclusive means CPE inhibition mostly from about 3.7% at the one dose, without a potency; inactive means the rest, 99 in 100 with CPE inhibition below about 2.2%; further: strong numbers were not always called active
Lipid droplet – hepatic lipid droplet formation modulation | AML12 mouse hepatocytes, oleate lipid droplets, BODIPY imaging | inhibition, % at 6.5 µM | AID 1656 | actives 0.4% (n = 240,000);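 active means lipid droplet intensity inhibited by at least 50%, with more than 500 cells counted; inconclusive means wells with under 300 cells, treated as cytotoxic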
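Material – AML12 mouse liver cells · Also added – oleate loading, 100 µM · Compound dosing – 6.5 µM single-point dosing · Times – overnight treatment with compound plus oleate · Measured by – fluorescence imaging, 20x objective, two fields per well · Read-out – percent inhibition of filter-corrected integrated lipid droplet intensity per well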
WT yeast gro inh mutant strain – recorded beside WT yeast gro inh, whose call it bears; inhibition, %; mitochondrial fusion phenotypic screen, mutant strain inhibition
Insulin prom up cell count – recorded beside Insulin prom up, whose call it bears; cell count; measured here: cytotoxicity, nuclei count;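 total cells summed across four imaged fields per well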
Lipid droplet cells 6.5 µM – second read-out of Lipid droplet, no call of its own (marks repeat the call); cell count; measured here: cell count, cytotoxicity flag;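 cells counted across two imaged fields per well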
bCat nuc transl cell count 5 µM – second read-out of bCat nuc transl, no call of its own (marks repeat the call); cell count; measured here: cell count, cytotoxicity flag
T cell modulator vesicle-bound % – further read-out of T cell modulator, marked with its call; double positive events, %; measured here: CD8+ vesicle-bound cell fraction;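 binding gate set so that unloaded-vesicle control wells show 10% double positive cells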
MT stabilizer Hoechst-high % – further read-out of MT stabilizer, marked with its call; % Hoechst-high responders; measured here: nuclear condensation Hoechst responders;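 share of cells brighter than vehicle mean plus two SD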
MT stabilizer cytotoxicity % – further read-out of MT stabilizer, marked with its call; toxicity, %; measured here: cytotoxicity by cell density;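 0% = mean cell density of plate MIN control wells and 100% = no cells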
Autophagy mod cell loss 18 h – further read-out of Autophagy mod, marked with its call; toxicity, %; measured here: cell loss, nuclei count;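 cell loss after 18 h compound exposure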
Myeloid diff 2 GFP+ MAC1+ % – also measured in Myeloid diff 2; calls as there; GFP+ MAC1+ double positive, %; measured here: differentiation confirmed by MAC1 staining
Active calls of the source: *; i = inactive; ? = inconclusive; . = not tested or not shown; + = active, no number.

SMILES	MT stabilizer	MT stabilizer Hoechst-high %	MT stabilizer cytotoxicity %	Autophagy mod	Autophagy mod cell loss 18 h	bCat nuc transl	bCat nuc transl cell count 5 µM	Myeloid diff 2	Myeloid diff 2 GFP+ MAC1+ %	Insulin prom up	Insulin prom up cell count	T cell modulator	T cell modulator vesicle-bound %	WT yeast gro inh	WT yeast gro inh mutant strain	West Nile antiviral	Lipid droplet	Lipid droplet cells 6.5 µM
COC(=O)c1ccc(C(c2c(C)[nH][nH]c2=O)c2c(C)[nH][nH]c2=O)cc1	.	.	.	.	.	.	.	i	0.1	.	.	i	20	.	.	-0.1%	-1	836
O=[N+]([O-])c1cc2c(cc1[N+](=O)[O-])OCCOCCOCCOCCO2	2.7	2.3	8.6	i	-4	0.1	1024	i	0.1	0.56	1052	i	41	-6	-7	-0.6%	10	795
COC(=O)c1ccc(Oc2nc(NC(C)(C)C)nc(N3CCOCC3)n2)cc1	3.1	2.3	12	i	11	-0.9	1097	.	.	-0.69	1173	i	37	-3	-3	0.1%	4	701
COc1ccc(C(=O)Nc2ccc(C3(C#N)CCCC3)cc2)cc1	2.2	2.0	9.2	i	-16	-4.0	1058	i	1.2	-0.3	1565	i	53	0	-6	-0.7%	-4	654
Cc1cc(NS(=O)(=O)c2ccc(NC(=O)CCSc3ccc(F)cc3)cc2)nc(C)n1	.	.	.	.	.	1.9	1331	i	0.4	0.03	1077	i	32	.	.	0.0%	16	764
CC(=O)c1c(N(C)C)ccnc1C(F)(F)F	2.7	3.1	14	i	-8	-5.3	1008	i	0.5	1.1	1288	i	8	-18	-2	0.2%	.	.
CCOC(=O)C1CCCN(CC(=O)Nc2nccs2)C1 (stereo unspecified)	.	.	.	.	.	.	.	i	0.4	.	.	i	20	.	.	-0.7%	15	904
CCCn1c(=O)c2ccccc2n2c(SCc3c(C(=O)OCC)oc4ccccc34)nnc12	1.6	1.1	3.0	i	-8	-0.1	1245	i	9.6	-0.47	1594	i	35	29	9	-0.2%	.	.
Cc1ccc(NC(=S)NC(NC(=O)c2ccco2)C(Cl)(Cl)Cl)cc1 (stereo unspecified)	0.7	1.2	5.6	i	-4	0.5	1163	i	1.7	0.41	1173	i	38	1	-6	-0.6%	-2	761
COc1ccc(CCNC(=O)CSc2nnc3ccc(-c4cccnc4)nn23)cc1OC	2.6	1.8	5.2	i	4	-0.2	1144	i	0.7	0.39	1377	i	26	6	-4	1.5%	0	687
CSc1ccc(C(=O)C2CCCN(S(=O)(=O)N(C)C)C2)cc1 (stereo unspecified)	1.8	0.8	1.1	i	19	-1.1	1014	i	1.0	-0.67	1496	i	30	21	1	-0.7%	3	701
O=C(O)CCCCCNC(=O)CSc1nnc(-c2ccco2)n1-c1ccccc1	.	.	.	.	.	.	.	i	0.6	.	.	i	31	.	.	0.8%	-1	717
C/C(=N\NC(=O)c1sccc1C)c1ccncc1	.	.	.	.	.	.	.	i	0.7	.	.	i	13	.	.	-0.1%	-2	596
O=C(c1ccc(F)cc1)[C@@H]1[C@@H](C(=O)c2ccccc2)[C@@]2(C(=O)Nc3ccccc32)[C@H]2c3ccccc3C=CN12	4.4	3.3	5.6	i	21	0.0	1010	.	.	-0.21	1586	i	46	-15	4	-0.9%	-10	641
Cc1ccc(-n2nc(C)c3c2OC(N)=C(C#N)C3c2ccoc2)cc1 (stereo unspecified)	1.2	3.2	7.5	i	0	-1.8	1145	i	0.6	0.1	950	i	18	18	-3	0.3%	.	.
CCOC(=O)c1[nH]c2ccc(F)cc2c1NC(=O)C(C)N1CCc2cc(OC)c(OC)cc2C1 (stereo unspecified)	33	6.0	60	i	8	.	.	i	0.5	-0.94	1311	i	12	22	12	0.7%	-7	725
CN1C(=O)c2cccc3c(N)ccc(c23)C1=O	.	.	.	.	.	.	.	+	1.9*	.	.	i	25	.	.	-1.3%	4	810
COc1cc(NC(=O)C(=O)NNC(=O)C2CCCCC2)c(OC)cc1Cl	5.1	3.2	7.9	i	-7	-2.7	514	i	0.4	0.65	1199	i	45	-10	-8	-0.2%	-15	588
CC(C)n1c(O)c(N=Nc2ccc(Cl)nn2)c2ccccc21	3.8	4.5	6.5	+	-3.8*	3.3	445	i	2.2	0.59	1320	i	51	-11	2	-0.5%	14	752
O=c1cc(N2CCC3(CC2)OCCO3)[nH]c(=O)n1-c1ccc(Cl)cc1	4.0	2.5	8.6	i	-3	0.3	875	i	7.1	-0.63	1376	i	38	-3	17	0.3%	.	.
CC(=O)N(CCCc1ccc(C(C)(C)C)cc1)CCCN(C)C	8.8	2.0	14	i	48	-3.4	873	i	2.1	-2.3	947	i	35	6	-4	0.2%	.	.
Cc1ccc(CNC(=O)C2CCC(CNS(=O)(=O)c3cccs3)CC2)cc1 (stereo unspecified)	.	.	.	.	.	.	.	i	0.4	.	.	i	21	.	.	-0.4%	12	755
C/C=C/C(=O)Nc1cccc(C2=NOC3(C2)C[C@H](C(N)=O)N(C(=O)/C=C/C)C3)c1 (stereo partly specified)	.	.	.	.	.	-1.9	1160	i	1.2	0.18	989	i	50	.	.	0.5%	.	.
Cn1c(SCC(=O)NC2CC2)nnc1C(F)(F)F	1.3	1.5	3.8	i	-15	-3.0	1174	i	4.3	0.77	1839	i	28	-5	-6	0.7%	3	475
CSc1cccc(NC(=S)N(CCN(C)C)C(C)c2ccccn2)c1 (stereo unspecified)	11	12	12	i	8	2.3	905	i	0.9	-1.1	1368	i	23	2	-12	-0.6%	1	661
COc1ccc(C(Nc2cc(C)ccn2)c2ccc3ccc(C)nc3c2O)cc1 (stereo unspecified)	.	.	.	.	.	-0.4	1398	i	0.4	-0.33	958	i	47	.	.	0.1%	-1	687
CC1CC2(C)Oc3ccccc3C3OCC1(CO)C(C)C32 (stereo unspecified)	4.1	1.8	2.3	i	-3	-2.0	1209	i	0.9	-0.24	1249	i	22	34	-2	-0.7%	2	735
CCOc1ccc(CCNS(=O)(=O)c2ccc3c(c2)oc(=O)n3C)cc1OCC	.	.	.	.	.	.	.	i	2.5	.	.	i	26	.	.	0.3%	-4	655
CCOc1cc(CNCC(C)C)cc(Cl)c1OCc1ccccc1	1.9	2.3	4.4	i	-2	0.1	1385	i	0.0	0.63	1216	i	42	-8	9	-1.1%	0	644
O=C(c1ccncc1)N1CCN(S(=O)(=O)c2ccc(F)cc2)CC1	.	.	.	.	.	.	.	i	0.0	.	.	i	15	.	.	-0.4%	-5	662

In the list so far, these contain a tert-butyl group:
SMILES	MT stabilizer	MT stabilizer Hoechst-high %	MT stabilizer cytotoxicity %	Autophagy mod	Autophagy mod cell loss 18 h	bCat nuc transl	bCat nuc transl cell count 5 µM	Myeloid diff 2	Myeloid diff 2 GFP+ MAC1+ %	Insulin prom up	Insulin prom up cell count	T cell modulator	T cell modulator vesicle-bound %	WT yeast gro inh	WT yeast gro inh mutant strain	West Nile antiviral	Lipid droplet	Lipid droplet cells 6.5 µM
COC(=O)c1ccc(Oc2nc(NC(C)(C)C)nc(N3CCOCC3)n2)cc1	3.1	2.3	12	i	11	-0.9	1097	.	.	-0.69	1173	i	37	-3	-3	0.1%	4	701
CC(=O)N(CCCc1ccc(C(C)(C)C)cc1)CCCN(C)C	8.8	2.0	14	i	48	-3.4	873	i	2.1	-2.3	947	i	35	6	-4	0.2%	.	.

Remaining list, next part
SMILES	MT stabilizer	MT stabilizer Hoechst-high %	MT stabilizer cytotoxicity %	Autophagy mod	Autophagy mod cell loss 18 h	bCat nuc transl	bCat nuc transl cell count 5 µM	Myeloid diff 2	Myeloid diff 2 GFP+ MAC1+ %	Insulin prom up	Insulin prom up cell count	T cell modulator	T cell modulator vesicle-bound %	WT yeast gro inh	WT yeast gro inh mutant strain	West Nile antiviral	Lipid droplet	Lipid droplet cells 6.5 µM
Cc1noc(C)c1COC(=O)c1cccc(N(C)C)c1	2.1	1.7	4.6	i	-6	0.7	1045	i	0.7	-0.36	1215	i	21	1	-26	-1.5%	-3	661
CCN(CC)C(=O)C1CCN(c2ncnc3c2cnn3-c2ccc(C)cc2C)CC1	2.1	1.2	7.7	i	0	-5.2	1313	i	0.5	.	.	i	5	-3	-1	-0.1%	-3	703
CC1CN(S(=O)(=O)c2ccc(C(=O)N(CCCN(C)C)c3nc4c(Cl)cccc4s3)cc2)CC(C)O1 (stereo unspecified)	.	.	.	.	.	.	.	i	0.8	.	.	i	21	.	.	-0.3%	-14	815
CC(C)(C)C(=O)CSc1ncnc2c1cnn2-c1ccccc1	.	.	.	.	.	-2.8	1399	i	0.4	.	.	i	55	.	.	0.2%	8	694
COCCOC(=O)c1[nH]c2c(c1C)C(=O)CC(c1ccco1)C2 (stereo unspecified)	9.8	69	35	i	29	66*	389*	?	.	-0.72	1020	i	60	5	0	3.4%	-40	373
CC(=O)NC1C(Oc2ccccc2C)OC(CO)C(O)C1O (stereo unspecified)	1.9	1.6	8.1	i	-11	0.0	1552	i	0.5	.	.	i	40	-5	8	1.0%	-4	740
CCCc1cc(=O)oc2cc(OCC(=O)NCCc3c[nH]c4ccccc34)ccc12	.	.	.	.	.	.	.	i	3.5	.	.	i	37	.	.	-1.0%	-3	797
O=C(CN1C(=O)/C(=C/c2ccccc2)SC1=S)Nc1cccnc1	1.6	1.4	7.4	i	25	0.8	1445	i	0.2	0.05	1458	i	58	1	-10	-0.7%	2	728
COc1ccc(-n2c(COc3ccccc3)nnc2SCC(N)=O)cc1	5.0	2.3	1.4	i	6	-1.7	873	i	1.5	0.13	1331	i	13	-10	5	0.0%	.	.
COc1cc(/C=N/N2CCN(c3ccc(Cl)cc3)CC2)cc(OC)c1OC(C)=O	.	.	.	.	.	.	.	i	0.3	.	.	i	44	.	.	-0.7%	0	811

Screens (PubChem BioAssay)
